From PubChem BioAssay
BioA inh = BioA (M. tuberculosis) enzyme inhibition; purified M. tuberculosis BioA enzyme, plate reader; inhibition, % at 9.99 µM; 360,000 tested, 0.096% active; in the data active means inhibition above about 40%
TcdB inh = inhibitors of Clostridioides difficile toxin B glycohydrolase | 350,000 tested, 0.24% active | TcdB glycohydrolase enzymatic assay, plate reader | inhibition, % at 9.99 µM | P18177; in the data active means inhibition above about 10%
Target sequence (P18177 whole entry, looked up): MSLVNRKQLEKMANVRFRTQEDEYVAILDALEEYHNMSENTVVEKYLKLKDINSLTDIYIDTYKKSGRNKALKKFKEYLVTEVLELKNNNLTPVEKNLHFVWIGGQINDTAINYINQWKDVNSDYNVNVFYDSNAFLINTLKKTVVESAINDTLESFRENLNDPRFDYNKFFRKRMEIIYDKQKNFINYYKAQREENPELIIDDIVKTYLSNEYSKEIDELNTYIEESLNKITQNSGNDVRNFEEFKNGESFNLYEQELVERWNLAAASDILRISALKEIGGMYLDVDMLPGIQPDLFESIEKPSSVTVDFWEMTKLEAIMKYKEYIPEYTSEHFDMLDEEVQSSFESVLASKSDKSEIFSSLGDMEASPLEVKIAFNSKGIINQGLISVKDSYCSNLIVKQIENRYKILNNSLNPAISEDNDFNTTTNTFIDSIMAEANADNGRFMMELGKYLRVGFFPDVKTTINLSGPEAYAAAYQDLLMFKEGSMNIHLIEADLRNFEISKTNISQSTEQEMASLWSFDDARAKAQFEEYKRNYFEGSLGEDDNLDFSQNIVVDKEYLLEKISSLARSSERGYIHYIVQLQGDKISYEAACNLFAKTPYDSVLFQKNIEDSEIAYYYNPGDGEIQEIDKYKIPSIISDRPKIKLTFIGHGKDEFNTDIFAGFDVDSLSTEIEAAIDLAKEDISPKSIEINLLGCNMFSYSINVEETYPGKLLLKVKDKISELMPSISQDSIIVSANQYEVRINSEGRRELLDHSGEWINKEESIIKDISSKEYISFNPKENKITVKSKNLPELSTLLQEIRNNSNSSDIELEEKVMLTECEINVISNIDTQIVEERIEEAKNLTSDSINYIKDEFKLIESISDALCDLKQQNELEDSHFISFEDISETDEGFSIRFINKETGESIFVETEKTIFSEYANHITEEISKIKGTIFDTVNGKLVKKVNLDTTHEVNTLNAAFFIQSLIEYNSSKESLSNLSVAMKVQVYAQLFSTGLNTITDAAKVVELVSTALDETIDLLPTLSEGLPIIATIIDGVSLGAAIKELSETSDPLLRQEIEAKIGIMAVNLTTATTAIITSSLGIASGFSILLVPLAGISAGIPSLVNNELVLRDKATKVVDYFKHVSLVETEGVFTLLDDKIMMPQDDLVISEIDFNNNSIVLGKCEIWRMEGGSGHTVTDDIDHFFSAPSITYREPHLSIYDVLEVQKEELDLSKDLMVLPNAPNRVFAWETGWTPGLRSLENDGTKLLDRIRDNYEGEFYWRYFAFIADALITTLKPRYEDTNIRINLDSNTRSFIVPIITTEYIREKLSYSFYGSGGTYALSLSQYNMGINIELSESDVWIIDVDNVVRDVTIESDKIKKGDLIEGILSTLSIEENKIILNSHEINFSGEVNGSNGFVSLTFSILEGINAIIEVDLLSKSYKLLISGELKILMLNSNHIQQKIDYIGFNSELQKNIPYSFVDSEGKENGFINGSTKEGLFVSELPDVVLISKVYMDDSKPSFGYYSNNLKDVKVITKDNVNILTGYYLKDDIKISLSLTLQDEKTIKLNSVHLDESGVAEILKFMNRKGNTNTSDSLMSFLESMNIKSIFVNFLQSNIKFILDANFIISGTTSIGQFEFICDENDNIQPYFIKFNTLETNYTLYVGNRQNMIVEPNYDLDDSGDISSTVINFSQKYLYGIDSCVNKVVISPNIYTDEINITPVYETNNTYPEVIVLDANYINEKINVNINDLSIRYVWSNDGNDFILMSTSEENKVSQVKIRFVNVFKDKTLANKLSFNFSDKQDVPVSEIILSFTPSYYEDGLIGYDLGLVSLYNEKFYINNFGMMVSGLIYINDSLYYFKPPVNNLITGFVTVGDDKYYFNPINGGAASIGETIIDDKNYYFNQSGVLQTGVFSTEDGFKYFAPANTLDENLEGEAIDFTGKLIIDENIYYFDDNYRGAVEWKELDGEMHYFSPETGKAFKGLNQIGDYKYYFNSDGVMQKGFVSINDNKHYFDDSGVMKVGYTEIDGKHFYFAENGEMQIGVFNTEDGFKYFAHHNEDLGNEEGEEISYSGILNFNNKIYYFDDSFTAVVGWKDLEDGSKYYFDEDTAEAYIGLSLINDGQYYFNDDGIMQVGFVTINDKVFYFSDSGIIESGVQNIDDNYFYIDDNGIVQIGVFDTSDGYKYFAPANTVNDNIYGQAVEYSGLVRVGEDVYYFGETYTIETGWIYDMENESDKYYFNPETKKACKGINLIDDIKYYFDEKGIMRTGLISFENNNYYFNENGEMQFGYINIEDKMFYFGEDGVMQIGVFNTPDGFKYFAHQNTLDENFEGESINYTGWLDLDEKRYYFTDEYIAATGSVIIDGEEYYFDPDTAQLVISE
* hit, by the source's call. Some of the compounds tested, so the mix of outcomes need not match the whole.

SMILES	BioA inh	TcdB inh
C[C@@H]1CN([C@H](C)CO)C(=O)c2cc(NC(=O)C3CC3)ccc2O[C@@H]1CN(C)C	0.1	0.0
COc1ccc(S(=O)(=O)N(C)C[C@H]2OCCCC[C@H](C)Oc3ccc(NS(=O)(=O)c4cn(C)cn4)cc3C(=O)N([C@H](C)CO)C[C@H]2C)cc1	0.1	0.5
CN(C)C(=O)c1ccc(-c2ccc([C@H]3[C@@H](CO)N4CCCCN(S(C)(=O)=O)C[C@H]34)cc2)cc1	-3.3	-1.1
C[C@H]1CN([C@@H](C)CO)C(=O)c2cc(NS(C)(=O)=O)ccc2O[C@@H]1CN(C)C(=O)Nc1cccc2ccccc12	-11	0.0
COc1cccc(NC(=O)C[C@H]2CC[C@@H]3[C@@H](COc4ccc(NC(=O)C5CC5)cc4C(=O)N3C)O2)c1	-0.3	-1.0
Cc1ccc(S(=O)(=O)N[C@H]2C=C[C@@H](CC(=O)NCc3ccncn3)O[C@H]2CO)cc1	-7.9	-0.3
C[C@@H]1CCCCO[C@H](CN(C)Cc2ccncc2)[C@H](C)CN([C@H](C)CO)C(=O)c2cc(NC(=O)Nc3ccccc3)ccc2O1	5.9	-0.7
CC(C)NC(=O)N(C)C[C@H]1Oc2c(NC(=O)c3cnccn3)cccc2C(=O)N([C@@H](C)CO)C[C@@H]1C	1.4	0.4
CO[C@H]1CN(C)C(=O)c2cc(NC(=O)C3CCC3)ccc2OC[C@@H](C)NC[C@H]1C	4.7	0.5
C[C@@H]1CCCCO[C@@H](CN(C)C(=O)CCCN(C)C)[C@H](C)CN([C@H](C)CO)C(=O)c2cc(NC(=O)NC3CCCCC3)ccc2O1	0.1	0.6
COc1ccc(NC(=O)Nc2ccc3c(c2)C(=O)N([C@H](C)CO)C[C@H](C)[C@H](CN(C)S(=O)(=O)c2ccc(Cl)cc2)OCCCC[C@@H](C)O3)cc1	-1.7	-1.0
CC(C)C#Cc1ccc([C@H]2[C@H](CO)N3CCCCN(C(=O)c4ccc(F)cc4)C[C@@H]23)cc1	-0.5	1.7
C[C@@H]1CN([C@@H](C)CO)C(=O)c2cc(-c3ccccc3)cnc2O[C@H]1CN(C)C(=O)NC1CCCC1	3.0	1.3
O=S(=O)(c1ccccc1)N1CCCCN2[C@H](CO)[C@@H](c3ccc(C#Cc4cccnc4)cc3)[C@H]2C1	6.2	-1.9
COc1ccc(S(=O)(=O)Nc2ccc3c(c2)CC(=O)N([C@@H](C)CO)C[C@H](C)[C@@H](CN(C)S(C)(=O)=O)O3)cc1	2.5	-0.6
CCC(=O)Nc1ccc2c(c1)C(=O)N(C)[C@@H]1CC[C@H](CC(=O)N[C@H](C)c3ccccc3)O[C@H]1CO2	-2.3	-1.7
O=C(C[C@@H]1C[C@H]2c3cc(NS(=O)(=O)c4ccc(F)cc4)ccc3O[C@H]2[C@H](CO)O1)NCc1ccccc1	0.6	-0.7
COCC#Cc1cnc2c(c1)C(=O)N([C@@H](C)CO)C[C@@H](C)[C@H](CN(C)C(=O)c1cccnc1)O2	-0.1	-2.2
CC(C)NC(=O)Nc1ccc2c(c1)C(=O)N([C@H](C)CO)C[C@@H](C)[C@@H](CN(C)C(=O)CCCN(C)C)OCCCC[C@@H](C)O2	-0.7	-0.4
Cc1ccc(S(=O)(=O)NCC[C@@H]2CC[C@H](NC(=O)c3cnccn3)[C@@H](CO)O2)cc1	-5.4	-0.8
CC=Cc1ccc2n(c1=O)C[C@@H]1[C@@H](CO)[C@H](C(=O)N[C@@H](C)c3ccccc3)[C@H]2N1CC (mixture of isomers)	-0.9	0.5
O=C(C[C@@H]1C=C[C@H](NC(=O)Nc2ccc3c(c2)OCO3)[C@@H](CO)O1)NCc1ccc2c(c1)OCO2	1.6	-0.2
Cc1ccc(S(=O)(=O)N(C)C[C@H]2Oc3ccc(NC(=O)Cn4cnnn4)cc3C(=O)N([C@H](C)CO)C[C@H]2C)cc1	3.2	1.6
O=C(NCC[C@H]1CC[C@@H](NS(=O)(=O)Cc2ccccc2)[C@@H](CO)O1)C1CCCC1	-1.0	0.4
C[C@H](CO)N1C[C@H](C)[C@H](CN(C)Cc2ccncc2)Oc2ncc(C#CC(C)(C)O)cc2C1=O	0.2	0.5
Cc1ccc(-c2ccc3c(c2)O[C@H](CN(C)C(=O)C2CC2)[C@@H](C)CN([C@H](C)CO)S3(=O)=O)cc1	10	0.0
C[C@H](CO)N1C[C@H](C)[C@@H](CN(C)Cc2ccncc2)Oc2ncc(/C=C/c3ccccc3)cc2C1=O	-0.1	1.7
CNC[C@@H]1Oc2ccc(NC(=O)NC(C)C)cc2C(=O)N([C@@H](C)CO)C[C@@H]1C	-2.2	1.3
C[C@@H]1CCCCO[C@@H](CN(C)CC2CCCCC2)[C@H](C)CN([C@@H](C)CO)C(=O)c2cc(NC(=O)c3ccccc3)ccc2O1	1.0	-0.7
CO[C@@H]1CC[C@H]2CCN(C)C(=O)CCCN(C)C(=O)c3cccc(C#N)c3OC[C@H]1O2	-1.0	1.6
C[C@H](CO)N1C[C@H](C)[C@@H](CN(C)Cc2ccc3c(c2)OCO3)Oc2ccc(NC(=O)C3CCCCC3)cc2C1=O	1.7	-1.3
Cn1cnc(CCNC(=O)C[C@H]2CC[C@@H]3[C@H](COC[C@H](O)CN3C(=O)C3CC3)O2)c1	0.4	-0.1
CO[C@@H]1CN(C)C(=O)c2cc(NC(=O)NC3CCCCC3)ccc2OC[C@H](C)N(CCc2ccccc2)C[C@H]1C	-0.7	0.4
C[C@H]1CN([C@@H](C)CO)C(=O)c2cc(NS(=O)(=O)c3cn(C)cn3)ccc2O[C@H]1CN(C)CC1CCCCC1	6.2	-0.2
O=C(N[C@@H]1C=C[C@@H](CC(=O)N2CCCCC2)O[C@H]1CO)c1ccccn1	2.6	0.0
COc1ccc(NC(=O)N(C)C[C@H]2Oc3ncc(C#CCC(C)C)cc3C(=O)N([C@@H](C)CO)C[C@H]2C)cc1	-0.2	0.2
C[C@@H]1CN([C@H](C)CO)S(=O)(=O)c2ccc(C3=CCCC3)cc2O[C@@H]1CN(C)Cc1ccccc1	-2.6	1.0
COc1cccc(C(=O)Nc2ccc3c(c2)C(=O)N(C)C[C@@H](OC)[C@@H](C)CN(CC2CC2)[C@@H](C)CO3)c1	-1.6	0.5
Cc1ccccc1-c1ccc([C@H]2[C@@H](CO)N3CCCCN(C(=O)Nc4ccc(F)cc4)C[C@@H]23)cc1	-2.4	1.9
O=C(C[C@H]1C[C@H]2c3cc(NC(=O)C4CCC4)ccc3O[C@H]2[C@@H](CO)O1)NCc1ccccc1	-0.4	0.5
C/C=C/c1ccc2c(c1)O[C@H](CN(C)S(C)(=O)=O)[C@H](C)CN([C@@H](C)CO)S2(=O)=O	0.0	0.4
O=C(O)C[C@H]1C[C@H]2c3cc(NC(=O)NC4CCCCC4)ccc3O[C@H]2[C@@H](CO)O1	-2.2	-1.7
C[C@@H]1CCCCO[C@H](CN(C)S(=O)(=O)c2ccc(F)cc2)[C@H](C)CN([C@@H](C)CO)C(=O)c2cc(NC(=O)Nc3ccc(C(F)(F)F)cc3)ccc2O1	0.4	0.1
COc1ccc(S(=O)(=O)N(C)C[C@H]2Oc3ccc(NS(=O)(=O)c4c(C)noc4C)cc3CC(=O)N([C@@H](C)CO)C[C@H]2C)cc1	0.0	-0.7
C[C@@H]1CN([C@@H](C)CO)C(=O)c2cc(C#CCN(C)C)cnc2O[C@H]1CN(C)C(=O)NC1CCCC1	2.8	1.6
CN(C)C(=O)C[C@@H]1C=C[C@@H](NC(=O)NC2CCCCC2)[C@H](CO)O1	5.7	0.8
O=C(C[C@H]1CC[C@H]2[C@@H](COC[C@@H](O)CN2Cc2ccc(Oc3ccccc3)cc2)O1)Nc1nccs1	-2.2	0.4
CN1C(=O)c2cc(NC(=O)c3cccs3)ccc2OC[C@H]2O[C@H](CC(=O)NCC(F)(F)F)CC[C@@H]21	1.1	0.6
CCCNC(=O)N(C)C[C@H]1Oc2cc(C#C[C@@H](C)O)ccc2S(=O)(=O)N([C@@H](C)CO)C[C@H]1C	-1.3	0.7
COc1ccc(S(=O)(=O)N(C)C[C@H]2Oc3ccc(NC(=O)CCCN(C)C)cc3CC(=O)N([C@H](C)CO)C[C@@H]2C)cc1	-2.3	-2.0
CC(C)CC#Cc1ccc2c(c1)O[C@H](CN(C)C(=O)c1ccccn1)[C@H](C)CN([C@H](C)CO)S2(=O)=O	4.6	0.5
COc1ccc(NC(=O)N2CCCCN3[C@H](C2)[C@@H](c2ccc(C#Cc4ccccc4)cc2)[C@@H]3CO)cc1	-3.5	-0.4
C[C@H]1CN([C@@H](C)CO)C(=O)Cc2cc(NC(=O)C3CCCCC3)ccc2O[C@@H]1CN(C)S(=O)(=O)c1cccs1	-1.8	-0.3
COc1cccc(NC(=O)C[C@@H]2CC[C@H]3[C@@H](COc4ccc(NC(=O)c5ccccc5F)cc4C(=O)N3C)O2)c1	13	-7.7
O=C(O)[C@H]1[C@H](CO)[C@H]2Cn3c(ccc(-c4ccc(F)cc4)c3=O)[C@@H]1N2CC1CCCCC1	-0.5	0.2
CNC[C@@H]1Oc2ccc(NC(=O)Nc3ccccc3)cc2CC(=O)N([C@H](C)CO)C[C@H]1C	-1.2	1.4
NCC[C@H]1CC[C@H](NC(=O)Cc2ccncc2)[C@H](CO)O1	0.2	-1.9
CO[C@H]1CN(C)C(=O)c2cc(NC(=O)C3CCCCC3)ccc2OC[C@@H](C)NC[C@H]1C	-1.9	-0.1
C[C@@H]1CN([C@@H](C)CO)C(=O)c2cccc(NS(=O)(=O)c3cccs3)c2O[C@@H]1CN(C)C	-3.0	-2.4
Cc1ccc(S(=O)(=O)Nc2ccc3c(c2)C(=O)N([C@@H](C)CO)C[C@H](C)[C@@H](CN(C)S(=O)(=O)c2ccc(C)cc2)O3)cc1	-1.1	0.7

9 neighbouring entries already listed:
SMILES	BioA inh	TcdB inh
COc1ccc(NC(=O)N2CCCCN3[C@H](C2)[C@@H](c2ccc(C#Cc4ccccc4)cc2)[C@@H]3CO)cc1	-3.5	-0.4
C[C@H]1CN([C@@H](C)CO)C(=O)Cc2cc(NC(=O)C3CCCCC3)ccc2O[C@@H]1CN(C)S(=O)(=O)c1cccs1	-1.8	-0.3
COc1cccc(NC(=O)C[C@@H]2CC[C@H]3[C@@H](COc4ccc(NC(=O)c5ccccc5F)cc4C(=O)N3C)O2)c1	13	-7.7
O=C(O)[C@H]1[C@H](CO)[C@H]2Cn3c(ccc(-c4ccc(F)cc4)c3=O)[C@@H]1N2CC1CCCCC1	-0.5	0.2
CNC[C@@H]1Oc2ccc(NC(=O)Nc3ccccc3)cc2CC(=O)N([C@H](C)CO)C[C@H]1C	-1.2	1.4
NCC[C@H]1CC[C@H](NC(=O)Cc2ccncc2)[C@H](CO)O1	0.2	-1.9
CO[C@H]1CN(C)C(=O)c2cc(NC(=O)C3CCCCC3)ccc2OC[C@@H](C)NC[C@H]1C	-1.9	-0.1
C[C@@H]1CN([C@@H](C)CO)C(=O)c2cccc(NS(=O)(=O)c3cccs3)c2O[C@@H]1CN(C)C	-3.0	-2.4
Cc1ccc(S(=O)(=O)Nc2ccc3c(c2)C(=O)N([C@@H](C)CO)C[C@H](C)[C@@H](CN(C)S(=O)(=O)c2ccc(C)cc2)O3)cc1	-1.1	0.7

Other compounds follow.
SMILES	BioA inh	TcdB inh
COc1ccc(CN(C)C[C@H]2OCCCC[C@@H](C)Oc3ccc(NS(=O)(=O)c4ccc(F)cc4)cc3C(=O)N([C@@H](C)CO)C[C@@H]2C)cc1	-1.1	1.8
N#Cc1cccc(-c2ccc3c(c2)[C@H]2[C@H](CCN2Cc2ccc4c(c2)OCO4)[C@H](CO)N3)c1	2.5	-0.8
O=C(C[C@@H]1CC[C@@H]2[C@H](COC[C@@H](O)CN2Cc2ccc3c(c2)OCO3)O1)Nc1ccccc1	-1.1	-0.9
COCC(=O)N1CCCCN2[C@@H](CO)[C@@H](c3ccc(C#Cc4cccnc4)cc3)[C@@H]2C1	-1.5	-0.9
COc1ccc(CN(C)C[C@H]2Oc3c(NS(=O)(=O)c4c(C)noc4C)cccc3C(=O)N([C@H](C)CO)C[C@H]2C)cc1	6.0	0.4
COc1ccccc1CNC(=O)C[C@@H]1C[C@@H]2c3cc(NS(C)(=O)=O)ccc3O[C@@H]2[C@@H](CO)O1	1.7	0.1
O=C(O)C[C@@H]1CC[C@@H](NC(=O)c2ccncc2)[C@H](CO)O1	-0.1	-0.3
COc1ccc(NC(=O)N(C)C[C@@H]2Oc3ccc(NC(=O)Cn4cnnn4)cc3C(=O)N([C@H](C)CO)C[C@H]2C)cc1	0.3	-1.4
CO[C@H]1CN(C)C(=O)c2ccc(NS(=O)(=O)c3cccc(F)c3)cc2OC[C@@H](C)N(Cc2cc(F)ccc2F)C[C@H]1C	-0.5	-0.3
CC(C)NC(=O)N(C)C[C@@H]1Oc2ccc(NC(=O)Nc3ccc(F)cc3)cc2CC(=O)N([C@@H](C)CO)C[C@@H]1C	0.0	-0.6
O=C(C[C@@H]1CC[C@H]2[C@@H](COC[C@@H](O)CN2C(=O)Nc2ccccc2)O1)NC1Cc2ccccc2C1	0.4	-1.0
C[C@H](CO)N1C[C@H](C)[C@H](CN(C)CC2CCCCC2)OCCCC[C@H](C)Oc2ccc(NC(=O)Nc3ccc4c(c3)OCO4)cc2C1=O	-3.2	0.1
Cc1cccc(S(=O)(=O)N2C[C@H]3[C@@H](c4ccccc42)[C@@H](CO)N3Cc2ccccn2)c1	-4.5	-0.7
CC(C)NC(=O)N(C)C[C@@H]1Oc2c(NS(=O)(=O)c3cccs3)cccc2C(=O)N([C@@H](C)CO)C[C@H]1C	-1.9	0.5
CC(C)NC(=O)N(C)C[C@H]1Oc2cc(Br)ccc2S(=O)(=O)N([C@H](C)CO)C[C@@H]1C	-0.5	1.5
C[C@H](CO)N1C[C@H](C)[C@@H](CN(C)CC2CCCCC2)Oc2ccc(NC(=O)CCC(F)(F)F)cc2C1=O	0.3	1.1
